KCNQ2 inh = KCNQ2 potassium channel inhibitors, primary screen, cell-based, CHO-K1, FluxOR thallium flux, B-score (AID 2156); Potassium voltage-gated channel subfamily KQT member 2 (Rattus norvegicus), O88943; 20 min; stronger effect = lower value; B-score at 10 µM; 310,000 tested, 1.1% active;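 active = fluorescence ratio B-score at most minus 3 library SDs, with starting brightness B-score within 2 library SDs, cut at about -5.5 in these data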
Target sequence (O88943 whole entry, looked up): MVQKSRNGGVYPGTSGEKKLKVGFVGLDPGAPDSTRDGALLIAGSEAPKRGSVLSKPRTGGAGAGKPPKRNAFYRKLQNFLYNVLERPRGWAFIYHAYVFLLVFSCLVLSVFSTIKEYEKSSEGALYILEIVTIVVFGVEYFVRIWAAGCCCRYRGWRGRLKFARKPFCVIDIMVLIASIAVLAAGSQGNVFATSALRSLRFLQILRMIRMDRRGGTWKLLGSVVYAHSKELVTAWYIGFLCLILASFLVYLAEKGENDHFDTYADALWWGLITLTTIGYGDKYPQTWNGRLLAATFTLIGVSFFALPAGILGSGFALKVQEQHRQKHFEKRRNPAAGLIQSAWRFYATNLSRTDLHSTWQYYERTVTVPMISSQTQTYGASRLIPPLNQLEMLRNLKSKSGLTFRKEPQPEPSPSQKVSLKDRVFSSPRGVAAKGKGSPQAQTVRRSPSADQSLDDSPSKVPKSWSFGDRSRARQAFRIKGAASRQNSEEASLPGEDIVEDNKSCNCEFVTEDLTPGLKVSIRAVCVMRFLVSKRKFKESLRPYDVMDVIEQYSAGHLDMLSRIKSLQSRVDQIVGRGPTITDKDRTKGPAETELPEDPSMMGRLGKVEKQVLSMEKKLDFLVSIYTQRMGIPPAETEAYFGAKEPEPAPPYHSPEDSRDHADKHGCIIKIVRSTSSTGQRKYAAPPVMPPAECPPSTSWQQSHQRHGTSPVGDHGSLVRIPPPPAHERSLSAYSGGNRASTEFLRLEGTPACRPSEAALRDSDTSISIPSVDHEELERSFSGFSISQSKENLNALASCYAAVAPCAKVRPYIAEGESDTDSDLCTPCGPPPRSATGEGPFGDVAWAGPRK
STK33 inh = inhibitors of purified STK33 kinase, primary screen, biochemical, ADP-Glo luminescence, homogeneous, cell-free; 320,000 tested, 0.073% active; inhibition, % at 10 µM; Serine/threonine-protein kinase 33 (Homo sapiens), Q9BYT3; MBP phosphorylation; AID 2661, 2010;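 active = inhibition at or above 25%, using the most active replicate where run in duplicate; inactive = inhibition below 25%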
OX1R FRET antag = antagonists of human orexin 1 receptor (OX1R). AID 485270, 2010. 330,000 tested, 1.8% active. OX1R-expressing cells, FRET antagonist read-out. Orexin/Hypocretin receptor type 1 (Homo sapiens), O43613. inhibition, % at 6.6 µM; in the data active = inhibition mostly above about 38%, no sharp cut-off; inactive = mostly below about 40%;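 note: 0% = agonist challenge alone and 100% = reference antagonist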
Numbers without * were called inactive; i = inactive; x = not tested or not shown.

SMILES	KCNQ2 inh	STK33 inh	OX1R FRET antag
Fc1cccc(/C=N/Nc2ccc(Cl)nn2)c1	i	-1.1	-2
CS(=O)(=O)c1cccc(C(=O)OCC(=O)Nc2ccc3c(c2)OCO3)c1	x	-0.7	13
Cc1ccc(/C=N/NC(=O)c2cccc(NC(=O)c3ccccc3C)c2)o1	i	-1.0	5
NC(=O)N1CCN(C(=O)c2ccco2)CC1	i	-1.3	10
COc1ccc(C(=O)NCCc2nnc3ccc(SCC(=O)N4CCCCC4)nn23)cc1	i	-0.4	-1
Nc1nccc(-c2nn(-c3ccc(Cl)cc3)ccc2=O)n1	i	-1.0	17
CCOC(=O)c1ccccc1NC(=O)COC(=O)CSc1ccccc1	i	0.5	9
COc1ccc(/C=C2\C(=O)N(c3c(Cl)cc(Cl)cc3Cl)N=C2NC(=O)c2cccc([N+](=O)[O-])c2)cc1	x	1.1	11
CCCCn1c(N)c(N(CCOC)C(=O)C2CCN(S(=O)(=O)c3ccc(Cl)cc3)CC2)c(=O)[nH]c1=O	i	-1.2	5
Cc1ccccc1NC(=O)c1ccccc1NC(=O)Cc1cccc2ccccc12	i	-0.2	15
Cn1cnc(S(=O)(=O)NC2CCN(Cc3c(F)cccc3Cl)CC2)c1	i	-0.8	18
CC(C)C(c1nnnn1C1CCCC1)N1CCC(C(N)=O)CC1 (stereo not drawn)	i	-1.1	12
Cc1ccc(S(=O)(=O)CCC(=O)Nc2nnc(-c3cccs3)o2)cc1	i	-0.8	17
COc1ccc(N2C(=S)NC3c4cc(Cl)ccc4OC2(C)C3C(=O)N(C)C)cc1 (stereo not drawn)	i	-2.3	8
CC1(C)N=C(SCC(=O)Nc2ccc(Cl)cc2)C(c2ccccc2)=N1	i	0.1	13
COc1ccc(OC)c(NC2=NC3(CCCC3)N=C(N)N2)c1	i	0.0	-2
CN(C)C(=O)c1cc(C(=O)c2ccc(F)cc2F)c[nH]1	i	0.0	1
C#Cc1ccc(CN2CCN(CCCc3ccccc3)C(CCO)C2)cc1 (stereo not drawn)	i	-1.2	17
Nc1[nH]n2c(=O)cc(-c3ccccc3)nc2c1N=Nc1ccccc1	i	-1.9	12
C=CCn1c(SCC(=O)NCc2ccco2)nc2sc3c(c2c1=O)CCCC3	i	-0.9	19
CCC(C)NC(=O)CN1C(=O)c2cccc3cccc1c23 (stereo not drawn)	i	-0.5	x
COc1ccc(-c2noc(-c3ccccc3C(=O)NCc3ccco3)n2)cc1	i	0.3	30
ClC(Cl)(Cl)c1nc2ccccc2n2nncc12	i	0.2	36
COc1ccc(N(CC(=O)Nc2ccc(F)cc2)S(=O)(=O)c2ccccc2[N+](=O)[O-])c(OC)c1	i	-0.4	18
Cc1ccc(NC(=O)CCC(=O)N/N=C/c2ccc(O)cc2)cc1	i	-0.3	1
O=C(NN=C1CCCCCC1)c1cccnc1	i	-0.7	21
CC(C)C(=O)Nc1nnc(-c2ccco2)s1	i	-2.4	7
COc1ccccc1OCC(=O)N/N=C1\CCCCc2ccccc21	-7.1*	0.5	12
CN(C(=O)c1ccc(COc2ccccc2Cl)o1)c1ccccc1	i	-1.7	18
O=C(CN1CCCCCC1)Nc1ccc(Cl)cc1F	i	0.8	10
CCC(C)(C)NC(=O)C(OC(=O)c1cc2sccc2n1C)c1ccc(OC)cc1 (stereo not drawn)	i	-2.1	14
CCOC(=O)C1CCCN(C2=NC(=O)/C(=C/c3ccc(OC)c(OC)c3)S2)C1 (stereo not drawn)	i	-0.6	15
Fc1ccc2nc(C3CCN(Cc4nc(CC5CC5)no4)CC3)[nH]c2c1	i	1.1	6
CC(=O)Nc1nnc(-c2c(-c3ccccc3Cl)noc2C)o1	i	-0.7	1
Cc1ccc(S(=O)(=O)NCCCCCC(=O)Nc2ccccc2)cc1	i	-0.8	12
NC(=O)C1CCN(C(=O)COc2ccc3ccccc3c2Br)CC1	i	-0.5	11
COc1cccc(N2CCN(c3ncccn3)CC2)c1	i	-0.4	7
Cc1ccnc(NS(=O)(=O)c2ccc(NC(=O)c3ccc(C)o3)cc2)n1	i	0.2	14
O=c1nc2sc3ccccc3n2c(=O)n1-c1ccc(Cl)cc1	i	0.6	15
NNC(=O)CNC(=O)c1ccc(F)cc1	i	-1.2	18
COc1ccc2c(c1)OC(O)(C(F)(F)F)CC2=O (stereo not drawn)	i	-0.4	6
O=C(Nc1ccc(Nc2ccccc2)cc1)c1ccccc1	i	-5.2	4
CCN(CC)c1ccc(NC2CC(=O)N(CCc3ccc(OC)cc3)C2=O)cc1 (stereo not drawn)	i	0.0	15
CC(C)CN1C2CCCC1CC(NC(=O)c1ccc([N+](=O)[O-])cc1)C2 (stereo not drawn)	i	-0.4	64
CN(C)c1ccc(N=Nc2cccc(F)c2)cc1	i	-0.3	28
O=C(CCNS(=O)(=O)c1ccc(Cl)cc1)N1CCOCC1	i	-1.0	23
CC(C)(C)C(=O)CSc1ccc(S(=O)(=O)N2CCCC2)cn1	x	2.1	2
COc1cccc(CNC(=O)C(=O)NCCC2CCCCN2S(=O)(=O)c2cccs2)c1 (stereo not drawn)	i	x	22
CC(=O)N1CCN(S(=O)(=O)c2cccc(C(=O)Nc3ccc4c(c3)OCO4)c2)CC1	i	-1.3	11
CN(c1ccc(C(=O)NCCSCc2c(F)cccc2Cl)cc1)S(C)(=O)=O	i	-0.1	14

New compounds follow
SMILES	KCNQ2 inh	STK33 inh	OX1R FRET antag
CC(C)CC(=O)c1c[nH]c(C(=O)NCc2cccnc2)c1	i	x	13
O=C(Nc1cccc(Br)c1)c1cc2ccccc2o1	i	0.5	15
COC(=O)[C@H](C)NC(=O)NCc1ccco1	i	-1.6	17
CCCS(=O)(=O)N1CCCC(C(=O)NCCN(C)Cc2ccccc2)C1 (stereo not drawn)	i	-0.2	7
CCOC(=O)C1=C(C)Nc2nc3ccccc3n2C1c1cccs1 (stereo not drawn)	i	-0.3	23
O=C(/C=C/c1ccc(OCCCF)cc1)NCc1ccc(Cl)c(Cl)c1	i	-1.7	29
CCN(CC)CCNC(=O)CCc1c(C)nc2c(c(C)nn2-c2ccc(C)c(C)c2)c1C	i	-1.3	x
Cc1ccc(CNC(=O)CSc2nc3ccsc3c(=O)n2NC(=O)c2ccccc2)cc1	i	-0.7	15
CCOC(=O)C1CCN(CC(=O)Nc2ccc(OC)c(S(=O)(=O)N3CCCCC3)c2)CC1	x	-0.2	7
COc1cc(NC(=O)c2cccs2)c(C(=O)OCC(=O)NCc2ccco2)cc1OC	i	2.4	12
O=c1oc(-c2ccc(Br)cc2)nc2ccccc12	i	-3.1	10
Fc1ccccc1-c1nc(-c2ccccc2)no1	i	-0.3	22
Cc1cc2c(ncn2C)c(NS(=O)(=O)c2cc(Cl)ccc2Cl)c1C	i	-0.3	19
CC(=O)Cc1nsc(Nc2ccc3c(c2)OCCO3)n1	i	0.4	22
Nc1nc(-c2cccnc2)nn1C(=O)Cc1ccccc1	i	0.7	3
CCS(=O)(=O)N1CCC(C(=O)NCc2ccccc2OC)CC1	i	-0.4	3
CCN(CC)S(=O)(=O)c1ccc(N2CCN(CCO)CC2)nc1	i	-2.1	0
CC(C)c1ccc(N(C)C(=O)Cc2c(C(=O)O)n(C)c3ccccc23)cc1	i	-0.3	-7
CCOc1ccc(NC(=O)C2CCCCN2S(=O)(=O)c2ccccc2)cc1 (stereo not drawn)	i	0.6	18
O=C(N/N=C/c1ccccn1)c1cc(-c2ccccc2Cl)n[nH]1	i	1.1	32
CCC1=NN2C(=N)/C(=C\c3ccc(OCCOc4ccc(NC(C)=O)cc4)c(OC)c3)C(=O)N=C2S1	i	-0.7	4
O=C(NCCN1CCOCC1)c1ccc(CS(=O)(=O)c2ccc(Cl)cc2)o1	i	-1.7	22
CC(C)(C)C1(C)OC(=O)C(=Cc2ccc(OCC(=O)Nc3ccccc3)cc2)C(=O)O1 (stereo not drawn)	i	0.8	9
Cn1c(SCC(=O)Nc2ccc3c(c2)n(C)c(=O)n3C)nnc1-c1ccncc1	i	-2.4	20
Cc1nn(CCCC(=O)NCc2ccc(Cl)cc2)c(C)c1[N+](=O)[O-]	i	-0.8	7
Cc1c(NC(=O)C(C)OC(=O)/C=C/c2ccc(OC(F)F)cc2)c(=O)n(-c2ccccc2)n1C (stereo not drawn)	i	1.1	17
CC(=O)c1sc(NCc2ccccc2)nc1C	i	4.0	8
COc1ccc2sc(-c3ccc(S(C)(=O)=O)cc3)c(C#Cc3cncn3C)c2c1	x	-0.3	7
Cc1ccc(CSCCNS(=O)(=O)c2ccccc2)cc1	i	-2.6	3
O=C(O)c1cc(-c2ccco2)nc2cc3ccccc3cc12	i	-1.2	10

Taken from above:
Cn1c(SCC(=O)Nc2ccc3c(c2)n(C)c(=O)n3C)nnc1-c1ccncc1 – STK33 inh = -2.4
CC(=O)c1sc(NCc2ccccc2)nc1C – STK33 inh = 4.0

More records
SMILES	KCNQ2 inh	STK33 inh	OX1R FRET antag
O=C(NCCCN1CCOCC1)c1ccc2c(c1)N(Cc1cccc(Cl)c1)C(=O)c1ccccc1S2=O (stereo not drawn)	i	-0.3	3
Cc1cc2nc(CS)[nH]c2cc1C	i	-0.8	7
c1ccc(-n2ncc3c(N4CCN(CCOc5cccc6ccccc56)CC4)ncnc32)cc1	i	-3.0	12
CCCCNc1ccc(C(=O)Nc2cccc(C)n2)cc1[N+](=O)[O-]	i	0.2	16
COCCn1cnnc1SCC(=O)Nc1ccc(Br)cc1F	i	-2.9	-1
CCOc1ccc(CNS(=O)(=O)c2cc(-c3cc(C)no3)ccc2OC)cc1OC	i	0.9	30
c1ccc(-c2cc(N3CCCCC3)ncn2)cc1	i	-1.8	13
O=C(OCc1nnc(-c2ccccc2)o1)C1CC(=O)N(Cc2ccco2)C1 (stereo not drawn)	i	0.2	18
CSc1ccc(CNCC(O)c2ccccc2)cc1 (stereo not drawn)	i	-1.0	10
O=C1OCCC1Sc1nnc(-c2ccccc2Br)n1Cc1ccccc1 (stereo not drawn)	i	-1.0	37
CCCCc1ccc(NC(=O)C(=O)NCCN2CCN(Cc3ccc([N+](=O)[O-])cc3)CC2)cc1	i	-0.1	3
Cc1ccc2nc(-c3ccncc3)c(Nc3ccccc3)n2c1	i	-2.9	14
CN1C(C(=O)NCc2ccccc2)CC2Cn3c(nc4cc(Cl)c(Cl)cc43)C21 (stereo not drawn)	i	0.1	8
CN1CCN(c2cc3c(c4c2[nH]c2ccccc24)C(=O)CC(C)(C)C3)CC1	i	3.7	6
Cc1cccc(C)c1C(=NCCCN(C)C)c1ccccc1	i	0.9	2
CCN(CC)C(=O)c1[nH]cnc1C(=O)NCC(=O)OCc1ccccc1	i	-0.2	17
CCSc1nc2ccc(OC)cc2cc1C#N	i	-0.8	35
NC(=O)Nn1c(CCC(=O)O)ccc1-c1ccc(F)cc1	i	-2.0	7
COC(=O)C1(C)NC(c2cccs2)C2C(=O)N(c3ccc(F)cc3)C(=O)C21 (stereo not drawn)	i	-1.0	4
COc1ccc(S(=O)(=O)N2CCCC(C(=O)NC3CCCC3)C2)cc1OC (stereo not drawn)	i	0.6	19

Another view of part of the listing above.
SMILES | KCNQ2 inh | STK33 inh | OX1R FRET antag
Cc1ccc(CSCCNS(=O)(=O)c2ccccc2)cc1 | i | -2.6 | 3
O=C(O)c1cc(-c2ccco2)nc2cc3ccccc3cc12 | i | -1.2 | 10
O=C(NCCCN1CCOCC1)c1ccc2c(c1)N(Cc1cccc(Cl)c1)C(=O)c1ccccc1S2=O (stereo not drawn) | i | -0.3 | 3
Cc1cc2nc(CS)[nH]c2cc1C | i | -0.8 | 7
c1ccc(-n2ncc3c(N4CCN(CCOc5cccc6ccccc56)CC4)ncnc32)cc1 | i | -3.0 | 12
CCCCNc1ccc(C(=O)Nc2cccc(C)n2)cc1[N+](=O)[O-] | i | 0.2 | 16
COCCn1cnnc1SCC(=O)Nc1ccc(Br)cc1F | i | -2.9 | -1
CCOc1ccc(CNS(=O)(=O)c2cc(-c3cc(C)no3)ccc2OC)cc1OC | i | 0.9 | 30
c1ccc(-c2cc(N3CCCCC3)ncn2)cc1 | i | -1.8 | 13
O=C(OCc1nnc(-c2ccccc2)o1)C1CC(=O)N(Cc2ccco2)C1 (stereo not drawn) | i | 0.2 | 18
CSc1ccc(CNCC(O)c2ccccc2)cc1 (stereo not drawn) | i | -1.0 | 10
O=C1OCCC1Sc1nnc(-c2ccccc2Br)n1Cc1ccccc1 (stereo not drawn) | i | -1.0 | 37
CCCCc1ccc(NC(=O)C(=O)NCCN2CCN(Cc3ccc([N+](=O)[O-])cc3)CC2)cc1 | i | -0.1 | 3
Cc1ccc2nc(-c3ccncc3)c(Nc3ccccc3)n2c1 | i | -2.9 | 14
CN1C(C(=O)NCc2ccccc2)CC2Cn3c(nc4cc(Cl)c(Cl)cc43)C21 (stereo not drawn) | i | 0.1 | 8
CN1CCN(c2cc3c(c4c2[nH]c2ccccc24)C(=O)CC(C)(C)C3)CC1 | i | 3.7 | 6
Cc1cccc(C)c1C(=NCCCN(C)C)c1ccccc1 | i | 0.9 | 2
CCN(CC)C(=O)c1[nH]cnc1C(=O)NCC(=O)OCc1ccccc1 | i | -0.2 | 17
CCSc1nc2ccc(OC)cc2cc1C#N | i | -0.8 | 35

(more compounds)
SMILES	KCNQ2 inh	STK33 inh	OX1R FRET antag
Cc1cccc(C)c1-n1cccc1/C=C1/C(=N)N2C(=NC1=O)SN=C2S(C)(=O)=O	i	1.0	48
CCOC(=O)c1cc(C(=O)NC(C)c2ccccc2)c(=O)[nH]c1C (stereo not drawn)	i	-1.8	17
CCn1cnc2cc(NCc3nc4ccccc4n3Cc3ccccc3)ccc21	-8.5*	0.3	34
O=C(Nc1ccon1)c1ccccc1F	i	-0.8	17
O=S(=O)(NC1CCCC1)c1cccc(-c2nnc(-c3ccccc3)o2)c1	i	-1.1	12
COc1ccc(NC(=O)C2=C(C)Nc3ncnn3C2c2ccccc2C(F)(F)F)c(OC)c1 (stereo not drawn)	x	-4.2	5
